Compound activity as filed in PubChem.
MLL CXXC-DNA inh: MLL CXXC-DNA interaction inhibition. Q03164. Potency, µM (highest dose often 115 µM), for inactives: at the top dose activity change, negative = inhibition, hits mostly inhibitors. MLL-CXXC / FITC-HOXA9 DNA fluorescence polarization. 290,000 tested, 0.037% active; active = well fitted inhibition curve with a large enough effect in the polarisation, with a control signal flat, not every such curve was filed as active; inconclusive = small, poorly fitted or top-dose-only effect, or effect the other way, or a change in a side signal; inactive = no such curve, though single readings can be large or run the other way; the % refers to the polarisation; also: potency is read from the fitted curve at half-maximal effect
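Steps: dispense CXXC domain solution (7 uM) → pin compounds or unlabeled HOX-A9 DNA control → 5 min ambient → add FLSN-HOX-A9 solution (50 nM) → spin → 30 min ambient → fluorescence polarization. Tris pH 7.5/NaCl/DTT/BSA buffer.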
TSHR antag: antagonists of human thyroid stimulating hormone receptor. P16473. TSHR-expressing cells, TSH-stimulated cAMP HTRF, 2 h; hits give low values. activity change, negative = inhibition, % at 11.5 µM. 330,000 tested, 0.2% active. AID 504810;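 active = activity change below a set negative limit, meaning inhibition stronger than a set level, cut at about -70% in these data; inconclusive = activity change between two set negative limits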; also: % is scaled to controls: 0 for no effect and ±100 for the full control effect
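Inhibition of cAMP made by TSHR-expressing cells under TSH stimulation (4nM final, EC80; 2 h, 37 deg C) is quantified with a one-step lysis HTRF kit, anti-cAMP cryptate versus cAMP-d2.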
TCR act: activates T cell receptor signaling. primary human leukocytes, anti-CD3, IL-2 HTRF, 48 h. 330,000 tested, under 10 active. AID 504894. Potency, µM (titrated, usually from 9.22 µM), for the others: top-dose activation of IL-2 secretion, actives largely listed as activators; also: % of control where 0% means no effect
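IL-2 produced over 48 hr by a-CD3 bead-stimulated primary human leukocytes exposed to compounds was detected with a homogeneous time-resolved FRET immunoassay, 665nm acceptor signal after 320nm excitation.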
Mito fusion yeast: inhibitors of mitochondrial division or activators of mitochondrial fusion | S. cerevisiae fusion-defective mutant growth rescue, CellTiterGlo 48 h | Potency, µM (doses to about 46.1 µM), without a hit: at the highest dose growth rescue (activation), usual class: activators | 320,000 tested, 0.23% active;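 also: potency is read from the fitted curve at half-maximal effect; % of control where 0% means no effect; nearly all actives have a fitted effect of over 45% in size; temperature-sensitive fusion mutants such as fzo1-1 at 37 °C on non-fermentable ethanol glycerol medium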
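Read-out: ATP-based luminescence (CellTiterGlo, 10 min ambient) reporting growth of fusion-defective ts yeast after 48 hours at 37C on glycerol/ethanol YPEG medium in the presence of compound.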
MBNL1-CUG inh: blocks human MBNL1 binding to CUG repeat RNA; Q9NR56; TR-FRET MBNL1-His/biotin-(CUG)12 binding, 665/545 ratio; Potency, µM (titrated, usually from 57.5 µM), inactives show at the top dose activity change, negative = inhibition, most hits filed as inhibitors; 280,000 tested, 0.036% active; AID 2675; active = well fitted inhibition curve with a large enough effect in the signal ratio, with a control signal flat, not every such curve was filed as active; inconclusive = small, poorly fitted or top-dose-only effect, or effect the other way, or a change in a side signal; inactive = no such curve, though single readings can be large or run the other way; the % refers to the signal ratio; also: potency is read from the fitted curve at half-maximal effect; % is scaled to controls: 0 for no effect and ±100 for the full control effect
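TR-FRET readout: Ex 340 nm, 665/545 nm emission ratio, normalized to buffer-only (basal) and MBNL1-(CUG)12 controls. Complex of MBNL1-His with Biotin-(CUG)12, compounds 92 nM–58 uM, incubated 60 min at room temperature.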
S-ASM inh: blocks human secretory acid sphingomyelinase. P17405. placental ASM, HMU-PC fluorogenic substrate, 60 min. Potency, µM (highest dose often 57.5 µM), without a hit: top-dose activity change, negative = inhibition, most hits filed as inhibitors. 340,000 tested, 0.006% active. AID 504937; also: potency is read from the fitted curve at half-maximal effect
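qHTS format. ASM enzyme prepared from human placenta hydrolyses the fluorogenic substrate HMU-PC0 (9 uM final) over 60 min at 37 °C after a 10 min compound preincubation.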
A-T KAP1 phos: candidate therapy for ataxia-telangiectasia | […] A-T fibroblasts, KAP-1 phosphorylation AlphaLISA; neocarzinostatin DNA damage 30 min before lysis | Potency, µM (highest dose often 57.5 µM), for the others: at the top dose activation, usual class: activators | 320,000 tested, 0.19% active | AID 485349; also: potency is read from the fitted curve at half-maximal effect; % of control where 0% means no effect; nearly all actives have a fitted effect of over 45% in size
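ATM-like activity read as KAP-1 phosphorylation via AlphaLISA donor/acceptor antibody pairs after lysis and 6 hr at 25C. Cells were ATM-null patient fibroblasts ([…], hTERT), dosed 60 min, then exposed to the DSB inducer NCS for 30 min.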
Menin MLL FP TR: menin-MLL binding inhibition, Texas Red mutant peptide. Menin + Texas Red MLL mutant peptide, fluorescence polarization. 270,000 tested, 0.23% active. O00255. AID 1768. Potency, µM (highest dose often 61.6 µM), without a hit: at the highest dose FP activity change, negative = inhibition, hits mostly inhibitors; active = well fitted inhibition curve with a large enough effect in the polarisation, with a control signal flat, not every such curve was filed as active; inconclusive = small, poorly fitted or top-dose-only effect, or effect the other way, or a change in a side signal; inactive = no such curve, though single readings can be large or run the other way; the % refers to the polarisation; also: potency is read from the fitted curve at half-maximal effect; % of control where 0% means no effect; many of its hits are not listed in these tables
Target sequence (O00255 whole entry, looked up): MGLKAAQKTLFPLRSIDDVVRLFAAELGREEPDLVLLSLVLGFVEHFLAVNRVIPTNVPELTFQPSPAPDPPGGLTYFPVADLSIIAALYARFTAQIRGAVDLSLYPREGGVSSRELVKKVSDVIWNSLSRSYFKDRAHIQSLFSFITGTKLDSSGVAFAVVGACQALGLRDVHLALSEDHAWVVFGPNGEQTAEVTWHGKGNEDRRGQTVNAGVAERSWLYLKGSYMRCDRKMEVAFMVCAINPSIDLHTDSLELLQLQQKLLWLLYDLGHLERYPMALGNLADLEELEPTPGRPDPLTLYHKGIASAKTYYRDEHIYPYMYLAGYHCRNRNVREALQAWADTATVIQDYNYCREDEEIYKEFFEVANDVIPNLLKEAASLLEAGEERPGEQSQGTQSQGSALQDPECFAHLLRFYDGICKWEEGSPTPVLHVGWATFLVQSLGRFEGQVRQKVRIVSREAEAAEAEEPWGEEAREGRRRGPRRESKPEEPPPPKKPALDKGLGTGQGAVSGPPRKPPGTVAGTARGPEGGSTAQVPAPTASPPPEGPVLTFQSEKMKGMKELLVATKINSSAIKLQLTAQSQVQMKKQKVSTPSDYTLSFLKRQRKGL
TSG101-PTAP inh: blocks PTAP/TSG101 interaction to inhibit HIV-1 budding | 340,000 tested, under 10 active | Potency, µM (doses to about 115 µM), without a hit: top-dose activity change, negative = inhibition, hits mostly inhibitors | Q99816 | Fluorescence polarization, FITC-PTAP peptide / Tsg101 binding; active = well fitted inhibition curve with a large enough effect in the main read-out, with a control signal flat, not every such curve was filed as active; inconclusive = small, poorly fitted or top-dose-only effect, or effect the other way, or a change in a side signal; inactive = no such curve, though single readings can be large or run the other way; also: potency is read from the fitted curve at half-maximal effect; % of control where 0% means no effect
Target sequence (Q99816 whole entry, looked up): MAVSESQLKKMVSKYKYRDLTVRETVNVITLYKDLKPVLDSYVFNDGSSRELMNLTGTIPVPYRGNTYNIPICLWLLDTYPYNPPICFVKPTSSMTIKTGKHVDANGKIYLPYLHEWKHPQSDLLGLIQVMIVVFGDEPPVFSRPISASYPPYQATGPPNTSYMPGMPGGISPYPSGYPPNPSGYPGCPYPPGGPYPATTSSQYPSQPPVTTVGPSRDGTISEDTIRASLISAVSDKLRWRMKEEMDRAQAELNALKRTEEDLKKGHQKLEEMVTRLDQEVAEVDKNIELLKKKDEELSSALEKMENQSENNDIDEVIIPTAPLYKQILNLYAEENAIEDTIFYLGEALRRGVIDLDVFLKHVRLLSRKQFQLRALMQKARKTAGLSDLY
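Fluorescence anisotropy tracks displacement of a FITC-tagged PTAP peptide (50 nM) from the Tsg101 binding domain (10 uM), following a 20 min room-temperature incubation at pH 7.5.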
Integrin act MD: integrin-mediated muscular dystrophy alleviation activation. Potency, µM (doses to about 38.3 µM), for inactives: at the top dose activation, hits mostly activators. AID 624291. 350,000 tested, 0.064% active. alpha7betagal myoblasts, beta-gal FDG fluorescence, 48 h;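 also: potency is read from the fitted curve at half-maximal effect; 100% = response of the positive control SU9516; nearly all actives have a fitted effect of over 60% in size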
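Alpha7betagal+/- myoblasts (passage 13) were plated 16-24 hr, then exposed to compounds (1:260 dilution of DMSO stock) for 48 hours at 37C. After MPER lysis, β-galactosidase reporter activity was read as FDG fluorescence (ex 480/em 540) after 30 minutes.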
Numbers without * were called inactive; ? = inconclusive; · = not tested or not shown; [ ] = remark or other dose. Unless noted, calls follow the shape of the dose curve; as a rule, active = well fitted curve in the direction sought with a large enough effect; inconclusive = small, poorly fitted or top-dose-only effect, or another doubt; inactive = no such curve, though single readings can be large; an effect the other way counts as inactive or inconclusive. These rows are one share of the data; the hit share may differ from the screen's.

SMILES	MLL CXXC-DNA inh	TSHR antag	TCR act	Mito fusion yeast	MBNL1-CUG inh	S-ASM inh	A-T KAP1 phos	Menin MLL FP TR	TSG101-PTAP inh	Integrin act MD
CC(=O)N1CCc2cc(Br)cc(S(=O)(=O)NCCCN3CCC(C)CC3)c21	-6%	4	-1%	2%	-9%	3%	6%	-13%	-6%	-12%
CCOC(=O)c1cnc2ccccc2c1Nc1cc(C(=O)O)ccc1C	-2%	-19	-5%	-2%	6%	0%	1%	1%	-2%	-5%
Cc1cc(C)c(C)c(S(=O)(=O)NCC(=O)Nc2ccc(F)cc2)c1C	-9%	7	4%	4%	-7%	-6%	2%	·	-3%	?
Cc1nc(NS(=O)(=O)c2cccs2)c2c3c(sc2n1)CCC3	-19%	-4	·	6%	1%	-1%	·	20%	-5%	5%
CCCCCCNC(=O)CCCCCNS(=O)(=O)c1ccc(Br)cc1	-4%	-2	-3%	3%	-1%	1%	-9%	-23%	-1%	15%
COc1cccc(C(=O)CSc2nnnn2C)c1	-1%	4	0%	-4%	2%	1%	3%	11%	-2%	-17%
N#CCSc1ncnc2c1cnn2CCO	3%	-6	-1%	1%	-3%	2%	7%	-4%	0%	-39%
CCOC(=O)C1=C(COC(=O)Cc2ccc(Br)cc2)NC(=O)NC1C (stereo not drawn)	4%	-7	4%	1%	1%	1%	0%	·	-1%	17%
Cc1cccc(CNC(=O)c2ccccc2N)c1	-4%	2	-4%	0%	2%	3%	1%	-5%	-4%	31%
COc1cc(/C=C/C(=O)Nc2ccc3nc4n(c(=O)c3c2)CCCC4)cc(OC)c1OC	-6%	-23	0%	1%	?	-8%	1%	-28%	-1%	-11%
COc1ccc(S(=O)(=O)Nc2cc(S(=O)(=O)c3ccccc3)c(O)cc2C)cc1	11%	8	3%	-9%	-2%	-4%	-7%	10%	-3%	-19%
O=C(NCC1CCCO1)c1cc2cc(Cl)ccc2[nH]1 (stereo not drawn)	-7%	0	-22%	-3%	7%	-3%	1%	9%	-1%	-15%
CCOc1cc(/C=C/C(=O)c2ccc3c(c2)OCCO3)ccc1OCC(=O)N(C)C	-8%	-1	9%	-9%	7%	65%[activator]	16%	2%	0%	-44%[inhibitor]
CCOC(=O)c1c(C)[nH]c(C)c1C(=O)COC(=O)/C=C/c1cccc(F)c1	-15%	111	2%[46.1 µM]	-1%	14%	-5%	3%	9%	-2%	-40%
COc1ccc(C2c3[nH]c4ccccc4c3CCN2C(=O)c2ccc(=O)n(C)n2)c(F)c1 (stereo not drawn)	0%	8	·	-4%	2%	-6%	16%	15%	1%	0%
CC1CCN(c2nc(-c3ccccc3O)nc3ccccc23)CC1	4%	4	4%	3%	?	-17%	1%	-15%	-1%	13%
COc1cccc(OCc2cc(C(=O)N3CCN(C)C(c4ccccc4)C3)no2)c1 (stereo not drawn)	1%	-5	1%	-68%[inhibitor]	3%	-3%	1%	·	1%	-26%
COc1ccc(C)cc1NC(=O)Nc1cccc(C(=O)O)c1	-1%	4	-1%	-5%	-15%	6%	4%	24%	-12%	23%
C=CCNC(=O)/C(C#N)=C/c1cc(Br)ccc1OC	-11%	-9	-1%	-4%	0%	4%	15%	15%	-6%	-34%
CCN(CC)c1ccc(-c2nc3cnccn3c2NC2CCCC2)cc1	0%	5	3%	-3%	3%	78%[activator]	3%	?	-6%	6%
O=C(O)c1ccc(NS(=O)(=O)c2ccc(NC(=O)c3ccccc3Cl)cc2)cc1	-11%	7	1%	-2%	-9%	-1%	-1%	7%	0%	22%
CCCCN=Cc1c(C)[nH]n(-c2ccccc2)c1=S	-3%	11	-1%	-9%	·	3%	-4%	9%	-4%	-24%
Cc1ccc(NC(=O)c2ccc(S(=O)(=O)NCc3ccco3)cc2)cc1	1%	17	-2%	1%	5%	0%	-3%	?	-4%	-2%
Cc1ccccc1NC(=S)NC1(C)CCS(=O)(=O)C1 (stereo not drawn)	1%	4	-9%[46.1 µM]	-6%	·	7%	2%	13%	-4%	7%
COc1ccc(CCCc2nnc(SCC(=O)Nc3cc(C)ccc3C)o2)cc1	-1%	-5	-1%	3%	-9%	0%	·	10%	-4%	-23%
O=C(CN(C(=O)c1nsc(Cl)c1Cl)c1cccc(F)c1)NC1CCCC1	24%	-6	-6%	-5%	-5%	-2%	6%	-1%	-3%	25%
CCCn1nnc(NC(=O)c2ccc(OC)cc2)n1	?	2	-1%	-1%	-5%	-1%	-2%	6%	-2%	13%
CCn1c(COc2ccc(OC)cc2)nnc1SCc1nc2ccccc2c(=O)[nH]1	6%	-3	·	0%	·	·	-3%	-1%	·	·
O=C(CN1CCC2(CC1)OCCO2)c1ccc2cc[nH]c2c1	0%	-4	·	0%	-5%	19%	-4%	-8%	·	6%
O=C(CCc1nnc(-c2ccccc2)o1)NC1CCCCC1	-2%	10	11%	4%	-7%	6%	5%	3%	1%	13%
C=CCNC(=S)N/N=C/c1ccc(-c2ccc(Cl)cc2Cl)o1	·	·	-2%	·	·	135%[activator]	·	·	-1%	-2%
CCOC(=O)c1cnc(SCC(=O)N2CCOCC2)nc1N	-9%	-1	-4%	-4%	-6%	2%	6%	-7%	-3%	0%
O=C(NCc1cccs1)C1CCCN(C(=O)Nc2ccc(F)cc2)C1 (stereo not drawn)	-4%	-3	-22%	6%	-4%	1%	6%	1%	0%	-52%[inhibitor]
O=C(Nc1cccnc1)c1cc(Cl)ccc1Cl	-7%	31	9%	1%	-2%	9%	1%	2%	-1%	5%
Cc1nn(CC(=O)NCCCN2CCOCC2)c(C)c1[N+](=O)[O-]	0%	-5	1%	-2%	?	-3%	6%	-3%	-7%	17%[7.66 µM]
O=C(Cc1ccc2c(c1)OCCO2)N1CCN(c2ccccc2)CC1	3%	4	-1%	-16%	-7%	5%	-7%	-26%	0%	0%
O=C(Nc1ccc(N2CCCCC2)cc1)c1ccccn1	3%	-6	0%	-1%	-1%	5%	-5%	-17%	-16%	-9%
CN(CC(=O)Nc1cccc(C(F)(F)F)c1)C1=NS(=O)(=O)c2ccccc21	·	-11	-3%	·	·	5%	16%	·	1%	-11%
CCC(C)Sc1ccc([C@H]2N[C@@](C)(C(=O)OC)[C@H]3C(=O)N(CC)C(=O)[C@@H]23)cc1OC (stereo partly drawn)	·	11	-1%	·	·	-2%	1%	·	-2%	20%
O=C(C1CCN(Cc2ccc(F)cc2)CC1)N(CCc1ccccc1)Cc1ccccc1	7%	4	-3%[46.1 µM]	2%	-10%	-2%	-1%	-8%	0%	-26%
CCOC(=O)C(C)Oc1cccc2c(=O)n(CC(=O)N3CCN(C(=O)OCC)CC3)ccc12 (stereo not drawn)	-1%	26	0%	-1%	-2%	0%	6%	-1%	-2%	8%
Fc1ccc(CSc2nc3ccccc3[nH]2)cc1	0%	-6	1%	4%	-4%	0%	2%	·	-6%	18%
OCCN1CCN(c2cc(C(F)(F)F)nc3c(F)cccc23)CC1	-1%	20	-2%	-6%	?	4%	-2%	·	1%	-3%
COc1ccc(OC)c(Nc2nc(-c3ccc(O)c(O)c3)cs2)c1	6%	15	-4%	-8%	-8%	-14%	-7%	?	-1%	-4%
O=S(=O)(c1cccs1)N1CCN(S(=O)(=O)c2cccs2)CC1	16%	-2	-6%	2%	-11%	-1%	-3%	0%	0%	1%
CC1CCN(C(=O)CSc2nc3cccnc3n2C)CC1	1%	11	-8%	-1%	7%	0%	6%	-10%	-8%	9%
CCc1nnc(NC(=O)CSc2nnc(COc3ccccc3)n2-c2ccc(C)cc2)s1	9%	-9	8%	3%	-6%	-1%	9%	?	1%	7%
CCCOC(=O)COC(=O)c1ccccc1NC(=O)c1ccccc1	10%	-1	2%[46.1 µM]	5%	-7%	-1%	6%	1%	-1%	-25%
O=C(N1CCN(c2cccc(Cl)c2)CC1)C1(S(=O)(=O)c2ccc(Cl)cc2)CC1	1%	-1	·	6%	-3%	-10%	8%	·	-6%	5%
Nc1cc2nsnc2cc1Br	-26%	-12	57%	-2%	?	2%	9%	?	-11%	-62%[inhibitor]
COc1cccc(N(C(=O)c2cccs2)c2nc3ccccc3s2)c1	17%	-4	0%	-2%	4%	0%	-2%	1%	-4%	9%
CC(=O)Nc1c(O)nc(SCc2ccc(Cl)cc2)[nH]c1=O	5%	15	-3%[46.1 µM]	-7%	·	7%	0%	-17%	-2%	9%
Fc1ccc(NC(=S)NCCc2ccc(Cl)cc2)cc1	6%	-5	2%[46.1 µM]	23%	2%	3%	-6%	10%	2%	-21%
